High-throughput results: PubChem, several laboratories
p97 inhibitor: human p97 ATPase inhibition; P55072; recombinant p97 ATPase, Kinase-Glo ATP luminescence, 3 h; inhibition, % at 8 µM; 220,000 tested, 0.42% active; in the data active = inhibition above about 15%;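 note: 0% = DMSO vehicle and 100% = wells lacking enzyme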
p47phox inh: blocks human p47phox regulatory protein of NADPH oxidases; 220,000 tested, 0.53% active; p47phox/p22phox peptide binding, fluorescence polarization, 2 h; AID 1274; P14598; inhibition, % at 24.7 µM;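 active = inhibition above about 30%, limit read from the data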;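 note: 0% = p47phox with labelled peptide and 100% = labelled peptide alone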
Target sequence (P14598 whole entry, looked up): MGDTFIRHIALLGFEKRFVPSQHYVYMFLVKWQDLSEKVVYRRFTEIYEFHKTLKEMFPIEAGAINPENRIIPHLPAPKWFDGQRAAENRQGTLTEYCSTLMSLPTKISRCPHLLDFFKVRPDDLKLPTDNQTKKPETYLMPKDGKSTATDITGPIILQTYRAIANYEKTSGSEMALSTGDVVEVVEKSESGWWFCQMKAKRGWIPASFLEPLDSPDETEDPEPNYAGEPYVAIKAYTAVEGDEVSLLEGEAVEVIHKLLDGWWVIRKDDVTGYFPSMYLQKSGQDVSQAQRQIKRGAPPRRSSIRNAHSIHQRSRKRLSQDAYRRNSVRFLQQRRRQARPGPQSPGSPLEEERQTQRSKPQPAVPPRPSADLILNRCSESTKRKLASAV
EP2 antag: inhibitors of human EP2 prostaglandin E2 receptor | P43116 | 260,000 tested, 0.52% active | inhibition, % at 25 µM | C6 glioma cells expressing human EP2, cAMP TR-FRET; cells stimulated with saturating PGE2;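 active = percent inhibition above 40 after rounding to a whole number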;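 note: rat C6 glioma host cells with rolipram phosphodiesterase inhibitor present; the protocol text gives 20 µM as final concentration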
TbHK1 inh: blocks Trypanosoma brucei hexokinase 1 activity. 220,000 tested, 0.11% active. recombinant TbHK1, G6PDH-coupled NADH A340. inhibition, % at 10 µM. AID 1430;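 active = inhibition of 50% or more in the single-dose primary screen; inactive = inhibition below 50%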
PPC-1+TRAIL kill: PPC-1 cancer cell killing with TRAIL present; 220,000 tested, 0.41% active; PPC-1 cells + TRAIL, ATPLite viability luminescence; cell killing (% activity), % at 4 µM;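 active = cell killing above 50% in the first pass at 4 µM, then a duplicate retest at 5 µM averaging 50% or more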;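 note: plate controls were cells with TRAIL plus DMSO for no effect and medium-only wells lacking cells for full effect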
BaF3 tox: counter-screen for JAK2V617F inhibitors: parental Ba/F3 viability inhibitors | CellTiter-Glo ATP luminescence | inhibition, % at 5.6 µM | 220,000 tested, 1.1% active;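 active = inhibition above a per-campaign cutoff, the mean inhibition of all tested compounds plus 3 SD, cut at about 27% in these data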;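 note: 0% = DMSO wells and 100% = JAK Inhibitor I control wells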
RBBP9 inh: human RBBP9 hydrolase inhibition. 220,000 tested, 0.2% active. AID 1515. O75884. recombinant RBBP9, FP-Rh probe fluorescence polarization. inhibition, % at 7.94 µM;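 active = inhibition above the campaign mean of all tested compounds plus 3 SD, cut at about 14% in these data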;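 note: plate controls were DMSO wells with RBBP9 for no effect and wells lacking RBBP9 protein for full effect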
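System: RBBP9 protein | Quantity: 2.5 µM RBBP9 dispensing solution, before mixing | Reagent: FP-Rh probe, 375 nM dispensing solution | Timing: Enzyme-compound preincubation 30 min, then probe labeling 45 min, 25 °C | Measured by: Fluorescence polarization | Read-out: % inhibition | Replication: One well per compound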
Furin inh: inhibitors of human furin; P09958; purified furin, fluorogenic substrate cleavage; inhibition, % at 30 µM; 220,000 tested, 0.061% active; AID 463115; in the data active = inhibition above about 25%; note: inactives centre near -15
Target sequence (P09958 108-714 limits assumed): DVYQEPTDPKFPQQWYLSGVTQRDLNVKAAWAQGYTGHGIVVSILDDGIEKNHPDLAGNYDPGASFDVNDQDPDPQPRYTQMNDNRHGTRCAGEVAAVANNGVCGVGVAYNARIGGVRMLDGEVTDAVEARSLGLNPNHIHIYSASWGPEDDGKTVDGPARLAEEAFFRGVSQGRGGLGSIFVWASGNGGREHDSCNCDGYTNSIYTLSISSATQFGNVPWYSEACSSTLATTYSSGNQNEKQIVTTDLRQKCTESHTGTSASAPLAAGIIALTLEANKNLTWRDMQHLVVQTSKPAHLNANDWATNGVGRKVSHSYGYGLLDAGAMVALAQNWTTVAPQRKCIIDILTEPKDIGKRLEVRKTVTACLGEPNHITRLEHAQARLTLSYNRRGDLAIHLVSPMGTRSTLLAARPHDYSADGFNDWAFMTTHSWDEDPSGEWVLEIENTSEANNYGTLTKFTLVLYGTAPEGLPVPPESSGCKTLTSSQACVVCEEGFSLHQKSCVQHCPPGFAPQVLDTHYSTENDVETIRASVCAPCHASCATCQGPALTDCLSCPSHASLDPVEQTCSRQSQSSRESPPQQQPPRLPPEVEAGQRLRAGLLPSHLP
Ba/F3 V617F tox: reduce viability of Ba/F3 cells dependent on JAK2V617F; Ba/F3 EpoR-JAK2V617F viability, ATP luminescence; inhibition, % at 5.6 µM; 220,000 tested, 1.1% active;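 active = inhibition above the campaign mean plus 3 SD over all tested compounds, cut at about 24% in these data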;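 note: cytokine-independent growth of Ba/F3 cells driven by EpoR plus mutant JAK2; 0% = DMSO-treated cells and 100% = JAK inhibitor I control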
Starred values were filed as active, the others as inactive; · = no result given; & = joins results of further samples; [ ] = remark or other dose. A portion of the library; count on the stated rates, not on these rows.

mol,p97 inhibitor,p47phox inh,EP2 antag,TbHK1 inh,PPC-1+TRAIL kill,BaF3 tox,RBBP9 inh,Furin inh,Ba/F3 V617F tox
Cc1ccccc1CN(C)CC(=O)Nc1cccc(S(=O)(=O)N(C)c2ccccc2)c1,-4,-18,3,2,10,8,-10,-18,1
Cc1ccc(Cl)cc1N(CC(=O)Nc1cccc(N(C)S(C)(=O)=O)c1)S(C)(=O)=O,-2,-6,5,-3,25,5,-5,-9,4
COc1ccc(CCN2C(=O)CC(NNC(=O)c3ccccc3Br)C2=O)cc1 (stereo not given),-7,1,6,5,2,3,-12,-5,6
O=C1NN=C(c2ccc(Cl)cc2)CC1c1cccc(Br)c1 (stereo not given),3,-6,6,7,-3,3,-5,-8,-3
COC(=O)C1=C(C)OC(N)=C(C#N)C1C1CCCCC1 (stereo not given),7,-7,4,5,22,-3,-3,-18,-2
N#Cc1c(N)n(CCc2ccc(F)cc2)c2nc3ccccc3nc12,2,-34,20,-7,-3,7,-1,-34[20 µM],-2
CN=C(C)C1=C(O)C(C(=O)OC)C(C)(C)CC1=O (stereo not given),9,-11,13,-2,-4,1,-4,6[20 µM],-1
O=C1N=C(N2CCCC2)CN1c1ccccc1,5,4,8,1,14,3,5,-8,-4
CC1(C(=O)NC2CCCCC2)CCC(=O)N1Cc1cccs1 (stereo not given),4,-1,15,0,-4,1,-9,-20,-4
CCN1C(=O)C(CC(=O)Nc2ccc(OC)cc2)N(CCc2ccccc2F)C1=S (stereo not given),1,-9,6,-2,2,-5,-2,-16,3
COc1ccc(Cl)cc1C(=O)NCc1cn(C)nc1C,-3,-8,17,-2,4,0,-5,-15[20 µM],-1
C/C(=N/NS(=O)(=O)c1ccccc1)c1ccc(NC(=O)C(F)(F)F)cc1,4,-7,6,-8,17,4,-6,-28,-4
O=C(CSc1ccc([N+](=O)[O-])cc1)Nc1cccc(S(=O)(=O)Nc2ccccc2F)c1,2,-15,6,-3,32,13,-5,-21,4
CCOc1ccc(S(=O)(=O)N2CCN(C(=O)c3sccc3C)CC2)cc1,-3,4,3,-1,17,3,-4,-13[20 µM],0
CCOC(=O)c1nnn(-c2nonc2N)c1-c1ccccc1,-2,-9,10,5,10,5,-3,-13,3
CCNC(=O)CC1SC(=Nc2ccc(Cl)cc2)N(CC)C1=O (stereo not given),-4,-8,8,-5,12,10,-3,-3,3

4 entries from above in another layout.
O=C(CSc1ccc([N+](=O)[O-])cc1)Nc1cccc(S(=O)(=O)Nc2ccccc2F)c1
  p97 inhibitor: 2; p47phox inh: -15; EP2 antag: 6; TbHK1 inh: -3; PPC-1+TRAIL kill: 32; BaF3 tox: 13; RBBP9 inh: -5; Furin inh: -21; Ba/F3 V617F tox: 4

C/C(=N/NS(=O)(=O)c1ccccc1)c1ccc(NC(=O)C(F)(F)F)cc1
  p97 inhibitor: 4; p47phox inh: -7; EP2 antag: 6; TbHK1 inh: -8; PPC-1+TRAIL kill: 17; BaF3 tox: 4; RBBP9 inh: -6; Furin inh: -28; Ba/F3 V617F tox: -4

CC1(C(=O)NC2CCCCC2)CCC(=O)N1Cc1cccs1 (stereo not given)
  p97 inhibitor: 4; p47phox inh: -1; EP2 antag: 15; TbHK1 inh: 0; PPC-1+TRAIL kill: -4; BaF3 tox: 1; RBBP9 inh: -9; Furin inh: -20; Ba/F3 V617F tox: -4

COc1ccc(Cl)cc1C(=O)NCc1cn(C)nc1C
  p97 inhibitor: -3; p47phox inh: -8; EP2 antag: 17; TbHK1 inh: -2; PPC-1+TRAIL kill: 4; BaF3 tox: 0; RBBP9 inh: -5; Furin inh: -15[20 µM]; Ba/F3 V617F tox: -1

Going on with the list.
mol,p97 inhibitor,p47phox inh,EP2 antag,TbHK1 inh,PPC-1+TRAIL kill,BaF3 tox,RBBP9 inh,Furin inh,Ba/F3 V617F tox
CN(Cc1ccccc1)C(=O)COC(=O)c1ccc(S(=O)(=O)N(C)C)cc1,3,-1,3,1,-13,-2,0,-25,-6
CC(C(=O)NN)n1nnc(N2CCOCC2)n1 (stereo not given),6,-2,13,0,-12,0,-6,-17,0
COc1ccc(/C(N)=C/C(=O)C(C)(C)C)cc1,34*,-2,3,-37,10,1,-6,-18,1
CCn1c(CSCc2ccc(F)cc2)nnc1SCC(=O)N1CCN(c2ccccc2)CC1,-2,-7,14,-10,8,5,-10,-5[20 µM],1
Cc1cc(=O)[nH]c(N/N=C/c2ccc3c(c2)OCCO3)n1,5,3,16,-55,41,3,-1,-1,-5
CCCCOC(=O)c1ccc(N/C(=N\S(=O)(=O)c2ccccc2)c2ccccc2)cc1,-1,-11,-2,-4,19,4,-12,-9,0
O=C1OC(/C(=C\Nc2ccc(F)cc2F)[N+](=O)[O-])c2ccccc21 (stereo not given),2,-17,3,-16,15,3,-4,-18,1
CCN(CC)C(=O)CSc1nnc(-n2nc(C)cc2C)c2ccccc12,4,0,5&5,-6,5,7,11,-13,-2
CC(Sc1nc2ccccc2[nH]1)C(=O)Nc1ccc2c(c1)OCCO2 (stereo not given),-1,-3,16,-6,4,0,-2,-17[20 µM],-5
CC1CCN(CCOCCSc2ccc(Cl)cc2)CC1,0,-4,9,1,12,12,-5,-25,1
Cc1cc[n+](-c2nc([O-])sc2/C=N/Nc2ccc([N+](=O)[O-])cc2)cc1,-4,0,1,1,4,8,-5,-10[20 µM],3
CCc1nnc(NC(=O)CSc2nnc(C)n2-c2ccc(C)cc2)s1,-6,-7,·,34,34,4,-13,-18[20 µM],1
CC(C)C(=O)N1CCN(c2ccccc2N)CC1,7,-6,11&11,-6,-37,6,0,-25,-1
O=C(NCCN1CCCCC1)Nc1ccc(F)c(Cl)c1,4,-8,5,2,-1,0,-3,-11[20 µM],-3
Cc1ccc(C23CC4CC(CC(C(=O)N5CCN(C)CC5)(C4)C2)C3)cc1,-8,-9,5,-1,2,-2,-1,-19,0
c1cc2c(cc1C1CCCCC1)c1c3n2CCCNC3CCC1 (stereo not given),-3,-5,15,14,14,12,-2,-16[20 µM],13
CCN(N)C(=S)Nc1ccc(F)cc1,-5,1,2,5,10,7,-8,-19,2
CCCc1[nH]nc2c1C(c1ccsc1)C(C#N)=C(N)O2 (stereo not given),0,1,6,-4,6,-2,-8,0,-2
CCS(=O)(=O)N1CCN(C(=O)c2ccco2)CC1,4,0,8,2,22,2,4,-27[20 µM],-5
COc1cc(NC(=O)CSc2c3c(nc4ccccc24)CCC3)cc(OC)c1OC,3,-12,10,-3,-5,5,1,0,1
O=C(NCc1ccccc1Cl)c1ccc[nH]1,0,7,7,-10,-8,0,-10,-20,-1
OC1CCCN(Cc2c3ccccc3cc3ccccc23)C1 (stereo not given),-1,3,14,-8,10,6,-7,-62[20 µM],2
Cc1csc(NC(=O)c2cc(=O)[nH]c3ccc(S(=O)(=O)N4CCOCC4)cc23)n1,6,-20,8,-11,22,7,-3,-13,-2
O=S1(=O)CCN2N=C(C3CC3)SC2=N1,5,-3,4,-5,21,5,-12,-32,-2
C[C@@H](CO)NC(=O)c1ccc2c3n(nc2c1)-c1ccc(Cl)cc1CO3,·,-6,17,-21,30,·,·,-17,·
Cn1cc(/C=C/C(=O)N2CCCC(C(=O)c3cccc4ccccc34)C2)cn1 (stereo not given),-2,5,10,2,-51,-3,5,-6,3
Cc1ccc(-c2cc(C(=O)N/N=C/C(Br)=C/c3ccccc3)n[nH]2)o1,3,0,7,-20,-8,-4,-18,-16,-2
CC1CCCN(C(=O)c2ccc(S(=O)(=O)N3CCC(c4nc5ccccc5s4)CC3)cc2)C1 (stereo not given),5,·,10&5,-1,·,2,0,12[20 µM],-3
CCn1cc(CNC(=O)c2c(-c3c(Cl)cccc3Cl)noc2C)c(C)n1,5,-16,6,1,12,5,2,-25,1
COc1cccc(C(C(=O)NC2CCCCC2)N(C(=O)Cc2cccs2)c2ccc(-n3cnnn3)c(OC)c2)c1 (stereo not given),1,5,2,-2,3,0,-5,-11[20 µM],-2
CCc1ccc(N2CC(C(=O)Nc3ccc(C)c(S(=O)(=O)N4CCOCC4)c3)CC2=O)cc1 (stereo not given),0,-6,9,-20,2,4,-6,-1[20 µM],-4
O=C(CCS(=O)(=O)c1ccccc1)Nc1ccccc1N1CCOCC1,4,-10,12,-5,9,2,-5,-18,-2

Four of the compounds above, with two lines to a compound.
Each structure is followed by: p97 inhibitor | p47phox inh | EP2 antag | TbHK1 inh | PPC-1+TRAIL kill | BaF3 tox | RBBP9 inh | Furin inh | Ba/F3 V617F tox
CCn1cc(CNC(=O)c2c(-c3c(Cl)cccc3Cl)noc2C)c(C)n1
→ 5 | -16 | 6 | 1 | 12 | 5 | 2 | -25 | 1
COc1cccc(C(C(=O)NC2CCCCC2)N(C(=O)Cc2cccs2)c2ccc(-n3cnnn3)c(OC)c2)c1 (stereo not given)
→ 1 | 5 | 2 | -2 | 3 | 0 | -5 | -11[20 µM] | -2
CCc1ccc(N2CC(C(=O)Nc3ccc(C)c(S(=O)(=O)N4CCOCC4)c3)CC2=O)cc1 (stereo not given)
→ 0 | -6 | 9 | -20 | 2 | 4 | -6 | -1[20 µM] | -4
O=C(CCS(=O)(=O)c1ccccc1)Nc1ccccc1N1CCOCC1
→ 4 | -10 | 12 | -5 | 9 | 2 | -5 | -18 | -2

More entries.
mol,p97 inhibitor,p47phox inh,EP2 antag,TbHK1 inh,PPC-1+TRAIL kill,BaF3 tox,RBBP9 inh,Furin inh,Ba/F3 V617F tox
Cn1c(N)c(C(=O)c2ccc(Oc3ccccc3)cc2)c(=O)n(C)c1=O,-2,0,9,-10,8,4,-5,-17,0
Cc1cccc(-c2c3c(=O)n(C)c(=O)n(C)c3cn2C2CCCCC2)c1,-2,-19,6,-6,10,4,-1,-11[20 µM],1
O=C(O)C1CCCN1c1ncccn1 (stereo not given),-1,78*,4,-1,10,3,-2,-10,1
Cc1cc2nc3c(nc2cc1C)C1(C(=O)O)CCC3(C)C1(C)C (stereo not given),4,6,10,-12,34,-1,3,-20[20 µM],-6
O=C(Nc1ccc2c(c1)nc1n2CCN(Cc2ccccc2)C1)c1cccs1,4,-8,4,-14,27,1,-7,-14[20 µM],0
Cc1cccc(N2CCN(S(=O)(=O)c3ccc4c(c3)CCN4C(=O)CCC(=O)O)CC2)c1C,-5,-7,10,2,-3,1,-2,-18,2
COc1ccc(-c2ccnc3nc(-n4cccc4)nn23)cc1,3,-5,3,-20,9,2,-11,-18[20 µM],-1
CCOC(=O)C1CCC2(CC1)C(C#N)=C(N)Oc1n[nH]c(C)c12 (stereo not given),3,-17,5,4,25,0,-2,-11[20 µM],-2
